Screening data deposited in PubChem by several laboratories.
proCasp3 act: activates human procaspase-3; P42574; recombinant procaspase-3 D3A, Ac-DEVD-pNA absorbance 405 nm; activation, % at 8.5 µM; 330,000 tested, 0.11% active;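 active = activation above the mean of all tested compounds plus 3 SD, cut at about 21% in these data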;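 also: 0% = DMSO alone and 100% = DMSO wells spiked with extra 5 µM PC-3 D3A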
Target sequence (P42574 whole entry D9A/D28A/D175A): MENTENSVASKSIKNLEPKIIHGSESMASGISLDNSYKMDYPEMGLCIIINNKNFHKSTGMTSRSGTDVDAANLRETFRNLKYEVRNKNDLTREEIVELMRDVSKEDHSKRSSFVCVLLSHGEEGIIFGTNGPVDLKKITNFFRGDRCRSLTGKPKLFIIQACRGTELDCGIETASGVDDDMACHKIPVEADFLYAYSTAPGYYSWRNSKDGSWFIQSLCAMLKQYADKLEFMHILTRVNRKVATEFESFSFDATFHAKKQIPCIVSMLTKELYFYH
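Test system: Procaspase-3 D3A mutant; medium: Zinc-free HEPES/NaCl buffer with 0.01% Triton X-100 at pH 7.4; reagent: DEVD-pNA substrate; doses: one concentration, 8.5 µM nominal, 0.8% DMSO; times: 1 h preincubation plus 2 h reaction at 25 °C; signal: Epi-absorbance at 405 nm of released p-nitroaniline, 0 and 120 min; replicates: singlicate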
LAP4-GFP MLPCN: alters LAP4-GFP fluorescence in TOR pathway yeast screen; 320,000 tested, 0.34% active; GFP response vs DMSO, % at 10 µM; S. cerevisiae LAP4-GFP multiplex, flow cytometry GFP, 3 h; median GFP as percent of DMSO wells;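 active = GFP response vs DMSO above a set limit, about the screen mean plus 3 SD, cut at about 150% in these data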
AGP1-GFP MLPCN: modulators of TOR pathway AGP1-GFP in S. cerevisiae. S. cerevisiae AGP1-GFP multiplex flow cytometry, 3 h; GFP as percent of DMSO wells. 320,000 tested, 0.02% active. AID 2066. GFP response vs DMSO, % at 10 µM;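 active = GFP response relative to DMSO above a set limit, near screen average plus 3 SD, cut at about 150% in these data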;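 also: median GFP channel fluorescence of the gated AGP1 strain per well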
CIT2 TOR yeast: modulators of TOR pathway CIT2-GFP in S. cerevisiae. 320,000 tested, 0.065% active. S. cerevisiae CIT2-GFP strain, flow cytometry, 3 h; 100 means same as DMSO wells. GFP response vs DMSO, % at 10 µM. AID 2029;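 active = GFP response relative to DMSO above a set limit, near the screen mean plus 3 SD, cut at about 150% in these data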;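 also: ratio of well median GFP fluorescence to mean of DMSO wells on the plate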
AHR act: activators of human aryl hydrocarbon receptor; P35869; AHR-responsive luciferase reporter cells, luminescence; activation, % at 5 µM; 320,000 tested, 2.5% active; AID 2796; in the data active = activation above about 47%;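 also: 0% = vehicle wells and 100% = reference agonist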
procasp7 counter: counter-screen: procaspase-7 (human) activation. P55210. recombinant procaspase-7, Ac-DEVD-pNA absorbance 405 nm; D23A/D198A/D206A triple mutant, cannot self-cleave; scale: DMSO 0, 5 µM enzyme 100. activation, % at 8.5 µM. 330,000 tested, 0.093% active. AID 463210;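 active = percent activation above the screen-wide mean plus 3 SD, cut at about 25% in these data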
Target sequence (P55210 whole entry D23A/D198A/D206A): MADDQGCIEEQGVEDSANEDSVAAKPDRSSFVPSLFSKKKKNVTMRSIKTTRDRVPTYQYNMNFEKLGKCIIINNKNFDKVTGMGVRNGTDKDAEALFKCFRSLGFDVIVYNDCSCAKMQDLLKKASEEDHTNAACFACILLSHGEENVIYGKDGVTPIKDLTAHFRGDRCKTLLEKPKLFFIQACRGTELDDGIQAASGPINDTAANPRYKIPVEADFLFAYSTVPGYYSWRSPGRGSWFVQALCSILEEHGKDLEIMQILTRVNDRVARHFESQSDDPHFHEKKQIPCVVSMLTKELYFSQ
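Replicates: singlicate. Assay system: Procaspase-7 triple mutant (PC-7 D3A). Signal: 405 nm absorbance of p-nitroaniline. Times: 1 h preincubation, 2 h reaction. Buffer or medium: Zinc-free HEPES pH 7.4 with 300 mM NaCl, 0.01% Triton X-100. Also added: DEVD-pNA substrate. Benchmarks: DMSO wells as 0%, DMSO with 5 µM added PC-7 as 100%.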
RPL19A TOR yeast: modulators of TOR pathway RPL19A-GFP in S. cerevisiae; 330,000 tested, 0.3% active; S. cerevisiae RPL19A-GFP strain, flow cytometry, 3 h; hits give low values; percent response vs DMSO, % at 10 µM;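 active = percent response vs DMSO below 50%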;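 also: median channel GFP fluorescence of the barcoded RPL19A-GFP strain; ratio of sample median GFP to plate DMSO average so 100% = DMSO; lower means less RPL19A-GFP as with rapamycin TOR inhibition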
MEP2-GFP yeast: yeast TOR pathway MEP2-GFP modulation. S. cerevisiae MEP2-GFP strain, flow cytometry GFP, 3 h; 100% = DMSO control level. GFP response vs DMSO, % at 10 µM. 330,000 tested, 0.51% active;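 active = GFP response versus DMSO above a set limit, roughly screen mean plus 3 SD, cut at about 180% in these data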;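 also: median GFP fluorescence of the barcode-gated MEP2-GFP cells per well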
* marks the source's active call; other numbers are inactive results; . = no result given.

SMILES | proCasp3 act | LAP4-GFP MLPCN | AGP1-GFP MLPCN | CIT2 TOR yeast | AHR act | procasp7 counter | RPL19A TOR yeast | MEP2-GFP yeast
CC[C@H]1OC(=O)[C@H](C)[C@@H](O[C@H]2C[C@@](C)(OC)[C@@H](O)[C@H](C)O2)[C@H](C)[C@@H](O[C@@H]2O[C@H](C)C[C@H](N(C)C)[C@H]2O)[C@](C)(O)C[C@@H](C)C(=NOCOCCOC)[C@H](C)[C@@H](O)[C@]1(C)O | 1 | 114 | 98 | 97 | 2 | 6 | 106 | 102
CC1CCCN(C(=O)COC(=O)C2CCN(S(=O)(=O)c3ccc(Cl)c(C(F)(F)F)c3)CC2)C1 (configuration not stated) | 10 | 103 | 100 | 94 | 4 | -4 | 102 | 99
CCC(=O)Nc1ccc(NC(=O)c2ccccn2)cn1 | -4 | 95 | 92 | 88 | 20 | -6 | 97 | 91
O=C(NC12CC3CC(CC(C3)C1)C2)c1ccc(Br)o1 | -15 | 107 | 99 | 96 | 1 | 2 | 96 | 92
COc1ccc(CC(=O)NNC(=O)c2cc(C)[nH]n2)cc1 | -1 | 102 | 105 | 102 | -2 | 7 | 103 | 106
CC1(C)C[C@H]2C3=CCC4[C@@]5(C)CC[C@H](O[C@@H]6O[C@H](C(=O)O)[C@@H](O)[C@H](O)[C@H]6O)[C@@](C)(CO)C5CC[C@@]4(C)[C@]3(C)C[C@H](O)[C@@]2(CO)[C@@H](O)[C@@H]1O (some centres not stated) | 9 | 111 | 111 | 107 | -1 | 9 | 100 | 107
COc1ccc(S(=O)(=O)CC2(O)CCN(C(=O)CC(C)C)CC2)cc1 | 0 | 108 | 105 | 98 | -1 | -1 | 99 | 105
COC(=O)C1=C(C)NC2=C(C(=O)CC(C)(C)C2)C1c1cnn(C)c1C (configuration not stated) | -1 | 103 | 112 | 108 | -1 | -3 | 105 | 109
CCOCCCN(C(=O)c1snc(C(N)=O)c1N)C(C(=O)NCCC(C)C)c1ccc(Cl)cc1 (configuration not stated) | -7 | 92 | 101 | 103 | -1 | 7 | 103 | 109
O=C(CSC1=NS(=O)(=O)c2cc(Cl)ccc2N1)NCCc1ccccc1 | 2 | 93 | 87 | 90 | -1 | -4 | 85 | 88
CC(C)C(NS(=O)(=O)c1ccccc1)C(=O)NC1CCCC1 (configuration not stated) | 6 | 92 | 100 | 103 | -5 | 5 | 102 | 103
CCN1C(=O)CC(C(=O)O)SC1=Nc1ccc(OC)cc1 (configuration not stated) | 2 | 93 | 95 | 94 | -1 | 10 | 96 | 93
CC(=O)c1cccc(NC(=O)CCc2nnc3ccc(NCc4ccc5c(c4)OCO5)nn23)c1 | -8 | 98 | 96 | 100 | 3 | -1 | 101 | 109
Cc1cc(C)n(C(C)CC(=O)Nc2ccc3c(c2)OCO3)n1 (configuration not stated) | 13 | 94 | 100 | 100 | 15 | -2 | 100 | 98
COc1ccc(-c2noc(N(C)CC(=O)Nc3cccc(C(F)(F)F)c3)n2)cc1 | 1 | 98 | 100 | 104 | 7 | 8 | 98 | 99
Cc1cccc(OCC(=O)Nc2ccc3c(c2)nc(CCN2CCC(C)CC2)n3C)c1 | 0 | 106 | 114 | 116 | -2 | 9 | 109 | 114
CCNC(=S)N1C2CCC1CC(NC(=O)Nc1ccc(C(=O)OCC)cc1)C2 (configuration not stated) | -4 | 94 | 100 | 111 | 0 | 12 | 100 | 102
COc1ccc(CN2CCN(c3ccccn3)CC2)c(OC)c1 | -2 | 104 | 112 | 113 | 46 | 4 | 107 | 105
O=C(CSc1nc(-c2ccccc2)cs1)NCCCN1CCCC1=O | 9 | 98 | 96 | 104 | 14 | 0 | 98 | 103
c1ccc(CSc2nnc(-c3ccccc3)c(-c3ccccc3)n2)cc1 | -1 | 107 | 90 | 90 | 5 | 2 | 105 | 97
Cc1ccc(C)c(NS(=O)(=O)c2ccc(OCC(=O)NCc3cccnc3)cc2)c1 | 6 | 86 | 94 | 101 | 5 | 2 | 98 | 94
Cc1ccc(-n2c(-c3cnccn3)n[nH]c2=S)cc1 | -3 | 103 | 102 | 97 | 1 | -4 | 98 | 98
Cc1sc2ncn(CC(=O)N3CCN(c4ccccc4)CC3)c(=O)c2c1S(=O)(=O)N1CCOCC1 | -1 | 125 | 115 | 120 | -5 | 4 | 86 | 141
Cc1onc(-c2ccccc2)c1C(=O)NCc1ccc(F)cc1 | 3 | 103 | 102 | 95 | -3 | 2 | 102 | 102
COc1ccc(/C=N/NC(=O)Cc2ccc(Cl)cc2)cc1OC | 0 | 93 | 71 | 82 | 19 | 4 | 101 | 97
N#CC1=C2SCC(O)(c3ccccc3)N2C(=O)CC1c1ccccc1F (configuration not stated) | 4 | 106 | 107 | 93 | -3 | -1 | 106 | 104
COc1ccc(C(=O)NC(=S)N2CCN(C)CC2)cc1Br | -13 | 112 | 102 | 91 | 2 | -13 | 99 | 95
COc1ccc(NC(=O)N2CCN(c3cccc(C(F)(F)F)c3)CC2)cc1OC | -3 | 99 | 100 | 94 | -2 | -20 | 97 | 102
COc1ccccc1NS(=O)(=O)c1ccc(NC(=O)c2[nH]nc(OC)c2[N+](=O)[O-])cc1 | . | 71 | 104 | 105 | . | . | 120 | 106
Cc1ccc(NC2CCCN(C(=O)CCN3CCOCC3)C2)cc1C (configuration not stated) | 7 | 75 | 88 | 109 | 3 | -8 | 100 | 99
Cc1ccc(C(C)C)c(OCC(O)CN2CCOCC2)c1 (configuration not stated) | -6 | 97 | 89 | 95 | 1 | 9 | 97 | 99
CCN(CC(=O)Nc1ccc(S(=O)(=O)N2CCCC2)cc1)CC(=O)Nc1ccccc1C(F)(F)F | 0 | 93 | 95 | 97 | 5 | -8 | 95 | 94
CSc1nc(C)c(Oc2ccccc2)c(=O)n1C | -3 | 84 | 97 | . | 7 | 6 | 95 | 96
C=C(C)C(=O)Nc1cccc(C2=NOC3(C2)C[C@@H](C(N)=O)N(C(=O)c2cc([N+](=O)[O-])cc([N+](=O)[O-])c2)C3)c1 (some centres not stated) | 6 | 97 | 105 | 108 | 1 | 0 | 99 | 101
CCCCN(C(=O)c1ccc(N2CCCC2=O)cc1)c1c(N)n(CCCC)c(=O)[nH]c1=O | -6 | 107 | 100 | 98 | -2 | -4 | 91 | 109
CN(C)c1ncc(S(=O)(=O)c2ccccc2)c(N)n1 | -2 | 109 | 95 | 94 | -1 | -5 | 95 | 118

Entries of single compounds as entered above. Screens in order: proCasp3 act, LAP4-GFP MLPCN, AGP1-GFP MLPCN, CIT2 TOR yeast, AHR act, procasp7 counter, RPL19A TOR yeast, MEP2-GFP yeast
`CC1CCCN(C(=O)COC(=O)C2CCN(S(=O)(=O)c3ccc(Cl)c(C(F)(F)F)c3)CC2)C1` (configuration not stated) reads 10, 103, 100, 94, 4, -4, 102, 99
`COC(=O)C1=C(C)NC2=C(C(=O)CC(C)(C)C2)C1c1cnn(C)c1C` (configuration not stated) reads -1, 103, 112, 108, -1, -3, 105, 109
`COc1ccccc1NS(=O)(=O)c1ccc(NC(=O)c2[nH]nc(OC)c2[N+](=O)[O-])cc1` reads ., 71, 104, 105, ., ., 120, 106
`COc1ccc(C(=O)NC(=S)N2CCN(C)CC2)cc1Br` reads -13, 112, 102, 91, 2, -13, 99, 95

Going on with the list:
SMILES | proCasp3 act | LAP4-GFP MLPCN | AGP1-GFP MLPCN | CIT2 TOR yeast | AHR act | procasp7 counter | RPL19A TOR yeast | MEP2-GFP yeast
CCCc1nc(-c2cc3cc(C)ccc3[nH]c2=O)no1 | 11 | 102 | 104 | 101 | 14 | -4 | 103 | 97
O=C1/C(=C/c2ccc(F)cc2)SC(=S)N1N1CCOCC1 | -8 | 96 | 101 | 103 | 6 | -5 | 98 | 98
CC(C)(C)c1cc(NC(=O)c2cccnc2)no1 | 2 | 96 | 98 | 106 | 19 | -3 | 98 | 100
C/C(=N\NC(N)=S)C1=CCC2C3CC[C@H]4CC(O)CC[C@]4(C)C3CC[C@]12C (some centres not stated) | -9 | 108 | 106 | 113 | 7 | -6 | 96 | 97
O=C(/C=C/NNC(=O)c1ccccc1)c1ccc([N+](=O)[O-])cc1 | -11 | 104 | 94 | 92 | 5 | -4 | 103 | 98
COc1cccc(/C=C2\SC(=S)N(NC(=O)c3ccncc3)C2=O)c1 | 0 | 120 | 93 | 88 | 3 | 0 | 96 | 91
COc1cc(NC(=O)c2cccc(C)c2)c(OC)cc1NC(=O)CN1CCCCC1 | 11 | 101 | 109 | 108 | 25 | -4 | 102 | 96
N#Cc1nc(-c2ccc(F)cc2)oc1N1CCCCC1 | -6 | 88 | 98 | 110 | 5 | -14 | 100 | 101
CC(=O)Nc1ccc(C(=O)NC2CCSc3ccccc32)cc1 (configuration not stated) | 8 | 86 | 104 | 124 | 6 | 7 | 94 | 102
COc1cc2c(cc1OC)C(c1ccccc1O)NCC2 (configuration not stated) | 3 | 92 | 100 | 103 | 6 | -3 | 99 | 110
CCOC(=O)N1CCC(c2nc(C)sc2C(=O)O)CC1 | 1 | 100 | 99 | 97 | 2 | -5 | 100 | 102
CC(C)C(=O)NNC(=O)CC(=O)Nc1ccccc1C(=O)O | 8 | 105 | 104 | 97 | 0 | 2 | 97 | 103
O=C(COc1ccc(S(=O)(=O)NC2CCCCC2)cc1Cl)NCc1cccnc1 | 1 | 108 | 103 | 113 | 2 | 1 | 102 | 103
COc1ccccc1C(=O)NCCC(=O)Nc1cccnc1 | 0 | 100 | 104 | 100 | 0 | 3 | 99 | 99
O=c1c2ccccc2nc2n1CCC2 | -24 | 100 | 100 | 101 | 3 | -21 | 99 | 100
COc1ccc(NC(=O)N2CCN(S(=O)(=O)c3ccc(F)cc3)CC2)c(OC)c1 | . | 67 | 95 | 100 | . | . | 115 | 97
CC1CC(C(F)(F)C(F)(F)F)n2nc(C(=O)O)cc2N1 (configuration not stated) | -11 | 105 | 105 | 103 | 0 | 13 | 101 | 108
CN(CC(=O)NC1CCCCCC1)S(=O)(=O)c1ccc(Br)cc1 | 5 | 95 | 97 | 95 | 0 | 0 | 106 | 103
C#CCNC(=O)c1cccn1-c1ncc(C(F)(F)F)cc1Cl | -5 | 96 | 106 | 101 | 0 | 0 | 99 | 98
OCCN1C2=NCCCN2c2ccccc21 | -9 | 107 | 104 | 106 | 12 | 4 | 100 | 112
Cc1ccccc1CSCc1nc2ccccc2[nH]1 | 11 | 103 | 100 | 98 | -3 | 3 | 103 | 98
Cc1[nH]c2ccc(C(=O)NCCCN3CCCC3)cc2c1C | 3 | 99 | 106 | 102 | 2 | 12 | 99 | 98
Cc1ccc(-n2nc(C)cc2NC(=O)c2ccc(C)s2)cc1 | 2 | 104 | 102 | 87 | 13 | 8 | 102 | 105
CCn1c(SCC(=O)c2[nH]c(C)c(C(C)=O)c2C)nnc1-c1cccs1 | 1 | 104 | 104 | 99 | 1 | 6 | 100 | 108
CC(C)c1ccc(O)c(N)c1 | 0 | 107 | 93 | . | 7 | -1 | 98 | 96
N=C(N=C(N)N)N1CCc2ccccc21 | -4 | 87 | 90 | 96 | 6 | 0 | 95 | 82
